Source: PubChem BioAssay (several laboratories)
TNAP activation fold: human TNAP enzyme activators, primary screen, biochemical, luminescent, no phosphate acceptor, uHTS (AID 1001); one-dose activation fold at 20 µM; EC50 in µM for titrated hits; 200,000 tested, 0.03% active; purified TNAP, luminescent activation assay, no phosphate acceptor; higher activation fold means a stronger effect; in the data active means activation fold from about 3, or a potency from the dose series; inactive means the rest, 99 in 100 with activation fold below about 1.6; further: many of its hits are not listed in these tables
West Nile antiviral: inhibition of WNV-induced cytopathic effect – cell-based, CPE readout (AID 1621); West Nile virus-infected cells, CPE inhibition; higher % means a stronger effect; one-dose CPE inhibition, % at 10 µM; IC50 in µM for titrated hits; 290,000 tested, 0.02% active; in the data active means a potency from the dose series; further: strong numbers were not always called active
human PMI inhibition: MPI enzyme activity inhibition – biochemical, fluorescence intensity, coupled assay, primary screen (AID 1209). 190,000 tested, 0.42% active. inhibition, % at 20 µM; hits with a dose series show IC50 in µM. purified PMI enzyme, coupled fluorescence intensity; higher % means a stronger effect;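 further: plate controls were DMSO vehicle for no effect and wells lacking substrate for full effect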
PMI inhibition: MPI inhibition at elevated mannose 6-phosphate – biochemical, fluorescence intensity, high mannose 6-phosphate, primary screen (AID 1220); 190,000 tested, 0.66% active; inhibition, % at 20 µM; hits with a dose series show IC50 in µM; recombinant PMI enzyme, coupled fluorescence intensity; higher % means a stronger effect
T cell modulator: modulates CD8 T cell binding to vesicles | 2C CD8+ T cell-vesicle binding, flow cytometry; stronger effect = lower value | 330,000 tested, 0.068% active | calls only at 7 µM | AID 2052;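 active means response, share of CD8 T cells binding vesicles, and their 90th percentile fluorescence all below set limits, cut at about 80% in these data, passing the limit was not always enough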
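incubation = binding step 1.5 h, 37 °C, antibody labelling 20 min, ice | test system = 2C mouse CD8+ T cells | read-out basis = percent CD8+ FL2 mean versus row control | controls = Peptide-free naked vesicles (low) and QL9 vesicles with 0.7% DMSO vehicle (high) | detection = flow cytometry of vesicle-bound cells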
RSV CPE inhibition: RSV antiviral activity via CPE protection, HEp-2 cells, primary 10 µM value included (AID 2391); HEp-2 cells, RSV-induced CPE inhibition; higher % means a stronger effect; CPE inhibition, % at 10 µM, or IC50 in µM where a hit was titrated; 310,000 tested, 0.13% active; in the data active means a potency from the dose series; further: strong numbers were not always called active
T cell modulator vesicle-bound %: recorded beside T cell modulator, whose call it bears; double positive events, %; measured here: CD8+ vesicle-bound cell fraction;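 binding gate set so that unloaded-vesicle control wells show 10% double positive cells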
Numbers without * were called inactive; i = inactive; / = not tested or not shown; + = active, no number. Unless noted, no stated cut-off is given here; in the data, active means inhibition above about 50%; inactive means the rest. Only part of the results is shown; the hit share may differ from the screen's.

SMILES	TNAP activation fold	West Nile antiviral	human PMI inhibition	PMI inhibition	T cell modulator	T cell modulator vesicle-bound %	RSV CPE inhibition
COc1ccc2nc3n(c(=O)c2c1)-c1ccccc1C(=O)NC3Cc1ccccc1 (stereo not given)	/	/	/	/	i	19	/
CN(C)CC/C=C1/c2ccc(F)cc2Sc2ccc(Cl)cc21	/	/	/	/	i	18	/
O=C(NNS(=O)(=O)c1c(F)cc(F)c(Cl)c1F)C12CC3CC(CC(C3)C1)C2	/	/	/	/	i	58	/
CCOc1cc(/C=N/NC(=O)N/N=C/c2ccc(O)c(OCC)c2)ccc1O	/	/	/	/	i	8	/
Cc1ccc2c(=O)n3c(nc2c1)C(CC(C)C)NC(=O)c1ccc(Cl)cc1-3 (stereo not given)	/	/	/	/	i	10	/
CCOC(=O)c1ccc(C(=O)NNC(=O)C2CC=CCC2)cc1 (stereo not given)	/	/	/	/	i	7	/
O=S(=O)(c1ccccc1)N1CN(c2ccc(F)cc2F)c2nc3ccccc3nc21	/	/	/	/	i	52	/
c1ccc(CSc2nccc(-c3ccco3)n2)cc1	/	/	/	/	i	41	/
COc1ccc2nc3n(c(=O)c2c1)-c1ccc(Cl)cc1C(=O)NC3Cc1ccccc1 (stereo not given)	/	/	/	/	i	5	/
Cc1ccc(S(=O)(=O)NNC(=O)c2cc([N+](=O)[O-])c(C)c([N+](=O)[O-])c2)cc1	/	/	/	/	i	32	/
O=C(CNC(=O)c1ccccc1)Oc1cccc(Cl)c1	/	/	/	/	i	53	/
COc1cc2c(cc1OC)C(Cc1ccc(O)c(Oc3ccc(C[C@H]4c5cc(OC)c(OC)cc5CCN4C)cc3)c1)N(C)CC2 (stereo not given in full)	/	/	/	/	i	47	/
OCc1cccc[n+]1CCc1ccccc1	/	/	/	/	i	36	/
Cc1c(NC(=O)Nc2cc(F)c(F)cc2Cl)c(=O)n(-c2ccccc2)n1C	/	/	/	/	i	44	/
CC(=O)Nc1c(Cl)cnn(-c2ccccc2)c1=O	/	/	/	/	i	52	/
O=C(NCC#CCSc1nnc(-c2cccc3ccccc23)o1)c1cccs1	/	/	/	/	i	11	/
COc1nccc(NCc2ccccc2)c1C#N	/	/	/	/	i	51	/
Cc1ccc2c(c1)-n1c(nc3cc(F)ccc3c1=O)C(Cc1ccc(O)cc1)NC2=O (stereo not given)	/	/	/	/	i	27	/
O=C(Nc1ccc(Cl)cc1F)c1ccc2c(c1)C(=O)N(Cc1ccncc1)C2=O	/	/	/	/	i	19	/
Cc1ccc2c(=O)n3c(nc2c1)C(Cc1ccc(O)cc1)NC(=O)c1ccc(Cl)cc1-3 (stereo not given)	/	/	/	/	i	31	/
CC(=O)OC[C@]12CC[C@H]3[C@@](C)(CC[C@H]4C(C)(C)CCC[C@]34C)[C@@H]1C[C@@H](C1=CC(=O)O[C@@H]1OC(C)=O)O2	/	/	/	/	+	9.1*	/
Cn1nccc1C(=O)Nc1cc(Cl)ccc1Cl	/	/	/	/	i	61	/
O=C(CC(=O)c1ccccc1[N+](=O)[O-])c1ccccc1	/	/	/	/	i	39	/
COc1ccc(/C=C/C(=O)c2ccc([N+](=O)[O-])o2)cc1OC	/	/	/	/	/	/	-3.3%
Cc1nc2c(c(=O)n1Cc1ccco1)c1nc3ccccc3nc1n2Cc1ccccc1	1.1	/	-3%	-9%	/	/	/
CCc1c(C)nc(N)n2c(SCC(=O)N3CCN(c4ccccc4F)CC3)nnc12	1.1	/	-12%	2%	/	/	/
Cc1cccc(N2CCCn3c2nc2c3c(=O)n(CC(=O)OCc3ccccc3)c(=O)n2C)c1	1.1	/	12%	9%	/	/	/
CCOC(=O)c1cnn(-c2nc(C)nc3sc4c(c23)CCC4)c1N	1.1	/	3%	5%	/	/	/
Cc1ccc(S(=O)(=O)c2cc3c(=O)n4cc(C)ccc4nc3n(CC3CCCO3)c2=N)cc1 (stereo not given)	1.1	/	2%	9%	/	/	/
Cc1oc(-c2ccccc2Cl)cc1-c1nn2c(-c3ccco3)nnc2s1	0.9	/	-4%	2%	/	/	/
COC(=O)c1ccccc1NC(=O)c1c(O)c2cccc3c2n(c1=O)CCC3	1.1	/	-8%	-12%	/	/	/
O=C(NC1CCCCCC1)c1c(O)c2cccc3c2n(c1=O)CCC3	1	/	1%	-2%	/	/	/
Cc1nc(N2CCN(C(c3ccccc3)c3ccccc3)CC2)nc2c1C(=O)CCC2	1.1	/	-1%	10%	/	/	/
COc1ccc(N2CCn3c2nc2c3c(=O)n(CCN3CCOCC3)c(=O)n2C)cc1	1	/	-19%	-12%	/	/	/
CSC1=Nc2sc3c(c2C2=NCCN12)CCCC3	1.1	/	1%	-4%	/	/	/
C=CCn1c(=N)c(C(=O)OC)cc2c(=O)n3cccc(C)c3nc21	1.1	/	19%	10%	/	/	/
COc1nc2ccccc2cc1-c1noc(-c2cccnc2)n1	1.1	/	-3%	3%	/	/	/
CCCCc1nc2ccccc2c(=O)n1NC(=O)c1c(O)c2cccc3c2n(c1=O)CCC3	1	/	1%	2%	/	/	/
CSc1nc(N2CCN(CCO)CC2)c2sc3nc(-c4ccco4)c4c(c3c2n1)CCC4	1.1	/	-1%	15%	/	/	/
O=C(NC1CC2CCCC(C1)N2C1CC1)NC12CC3CC(CC(C3)C1)C2 (stereo not given)	1.2	/	7%	5%	/	/	/
Cc1nc(NC2=NCN(Cc3ccccc3)CN2)nc2ccccc12	1	/	3%	12%	/	/	/
CCOC(=O)c1c(C)[nH]c(C(=O)COC(=O)c2cn(CC)c3nc(C)ccc3c2=O)c1C	1	/	-21%	-3%	/	/	/
COCCCn1c(=NC(=O)c2ccc3c(c2)OCO3)c(C#N)cc2c(=O)n3cccc(C)c3nc21	1.1	/	2%	6%	/	/	/
COc1cccc(C2C(C(=O)c3cccs3)=C(O)C(=O)N2CCCn2ccnc2)c1OC (stereo not given)	1.1	/	-15%	-17%	/	/	/
O=c1c2c3c(sc2n2cnnc2n1C1CCCCC1)CCC3	1.1	/	-6%	-4%	/	/	/
CN(C)CCCNc1c2c(c(C#N)c3nc4ccccc4n13)CCC2	1	/	12%	43%	/	/	/
O=C(CSc1ccc2nnc(-c3ccncc3)n2n1)N1CCc2ccccc21	1.1	/	0%	2%	/	/	/
CCCCCCn1c(=O)c(-c2nc3ccccc3c(=O)[nH]2)c(O)c2ccccc21	1.1	/	-8%	-8%	/	/	/
Clc1cccc(-c2nnc3sc(-c4ccc5c(c4)OCO5)nn23)c1	1.1	/	10%	6%	/	/	/
CCOc1ccccc1NC(=O)c1c(NC(=O)CNCc2ccco2)sc2c1CCC2	1.1	/	-2%	8%	/	/	/
CCn1cc(C(=O)NC2CC3CCC2C3)c(=O)c2ccc(C)nc21 (stereo not given)	1.1	/	-1%	2%	/	/	/
CCN(CC)CCCN1C(=O)C(=O)/C(=C(/O)c2ccc(OC)c(Cl)c2)C1c1ccco1 (stereo not given)	0.9	/	-14%	-7%	/	/	/
O=C1CCCC2=C1C(c1c(Cl)nc3sccn13)C1=C(CCCC1=O)N2	1	/	8%	-3%	/	/	/
Cn1c(SCC(=O)Nc2cc(=O)n(C)c(=O)n2C)nnc1-c1cccs1	1.1	/	8%	1%	/	/	/
CCCn1c2c(c(O)c(C(=O)Nc3ccccn3)c1=O)CCCC2	1.1	/	-7%	-3%	/	/	/
CCn1c2ccccc2c2cc(C3C(C#N)=C(N)OC4=C3C(=O)CC(C)(C)C4)ccc21 (stereo not given)	1.1	/	16%	20%	/	/	/
CCOC(=O)N1CCC(NC(=O)C(NC(=O)C2CCCCC2)C(C)C)CC1 (stereo not given)	1.1	/	0%	4%	/	/	/
CN(C)CCNC(=O)Cc1c(C(=O)O)n(C)c2ccccc12	1.1	/	6%	11%	/	/	/
Cc1cccn2c(=O)c3cc(C(=O)NCCCN4CCOCC4)n(C)c3nc12	1.1	/	14%	5%	/	/	/
COC(=O)c1cc2c(=O)n3ccccc3nc2n(C)c1=N	1	/	-14%	2%	/	/	/
Following part
SMILES	TNAP activation fold	West Nile antiviral	human PMI inhibition	PMI inhibition	T cell modulator	T cell modulator vesicle-bound %	RSV CPE inhibition
O=C1CCCC2=C1C(c1ccccc1)C1=C(CCCC1=O)O2	1.1	/	6%	8%	/	/	/
CCn1c(=O)c(C(=O)Nc2cnccn2)c(O)c2ccccc21	1	/	23%	23%	/	/	/
Cc1nc(NC2=NCN(Cc3ccco3)CN2)nc2ccccc12	1.1	/	-6%	-4%	/	/	/
CCOC(=O)c1sc2ncn(/N=C/c3ccccn3)c(=O)c2c1C	1.1	/	5%	12%	/	/	/
Clc1cccc(-c2nn3c(-c4ccncc4)nnc3s2)c1	1.1	/	2%	8%	/	/	/
CCN1CCN(Cc2ccc3c(c2)Cc2ccccc2-3)CC1	1.1	/	-11%	-18%	/	/	/
CCN(CC)CCN1C(=O)C(O)=C(C(C)=O)C1c1ccccc1 (stereo not given)	1.1	/	-15%	-11%	/	/	/
Cc1cc(C)c2nc(NC3=NCN(CCN4CCOCC4)CN3)nc(C)c2c1	1	/	5%	14%	/	/	/
Cn1c(-c2nonc2NC(=O)c2ccc(C(C)(C)C)cc2)nc2ccccc21	1.1	/	-11%	-8%	/	/	/
COc1ccc2nc(C)c(C(=O)OCCN(C)C)cc2c1	0.7	/	6%	12%	/	/	/
CCc1c(C)nc(N)n2c(SCC(=O)N3CCN(c4ccccc4OC)CC3)nnc12	1.1	/	-6%	-5%	/	/	/
Brc1ccc(-c2nn3c(-c4ccncc4)nnc3s2)o1	1	/	-6%	-12%	/	/	/
Oc1cccc(O)c1O	/	0.4%	/	/	i	22	/
COC(C/C=C\C(=O)COCc1ccccc1)OC	/	0.0%	/	/	/	/	0.3%
O=C(/C=C/Nc1ccc(F)cc1F)c1ccc(Br)cc1	/	/	/	/	i	31	0.5%
COC(=O)c1c(-c2ccccc2)noc1-c1ccccc1	/	/	/	/	i	40	2.7%
Cn1ccnc1C(=O)Cc1ccc([N+](=O)[O-])cc1	/	/	/	/	i	24	1.3%
COc1ccc(OC)c(/C=N/n2c(C)nc3ccccc3c2=O)c1	/	/	/	/	i	32	2.5%
CCCC(=O)NC(=S)Nc1ccc(S(=O)(=O)N2CCc3ccccc32)cc1	/	/	/	/	i	27	18%
CCC(C)(C)c1nnc(NC(=O)CCC2CCCCC2)s1	/	/	/	/	i	58	3.3%
COCCCNC(=O)c1ccc(-c2nc3ccccc3nc2-c2ccccc2)cc1	/	/	/	/	i	10	1.9%
